# hcGAS inh – blocks human cGAS activity; Q8N884; recombinant h-cGAS, ATP depletion, Kinase-Glo luminescence; inhibition, % at 12.5 µM; actives 0.081% (n = 290,000);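 note: 0% = vehicle reaction and 100% = reaction without DNA for no activity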
# Target sequence (Q8N884 whole entry, looked up): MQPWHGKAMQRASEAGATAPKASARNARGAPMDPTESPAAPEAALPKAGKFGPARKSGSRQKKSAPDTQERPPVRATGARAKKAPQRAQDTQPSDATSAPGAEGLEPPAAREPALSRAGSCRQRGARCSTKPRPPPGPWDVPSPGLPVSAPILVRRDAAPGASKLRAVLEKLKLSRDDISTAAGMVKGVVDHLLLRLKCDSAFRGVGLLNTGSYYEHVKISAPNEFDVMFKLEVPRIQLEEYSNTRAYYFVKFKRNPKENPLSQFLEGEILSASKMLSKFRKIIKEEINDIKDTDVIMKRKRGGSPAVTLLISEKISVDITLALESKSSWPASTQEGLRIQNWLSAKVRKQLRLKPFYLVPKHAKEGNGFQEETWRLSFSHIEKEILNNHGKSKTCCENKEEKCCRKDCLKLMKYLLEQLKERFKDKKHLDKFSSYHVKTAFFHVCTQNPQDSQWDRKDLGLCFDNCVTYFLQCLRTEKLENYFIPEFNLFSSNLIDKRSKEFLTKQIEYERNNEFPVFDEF
# mcGAS inh – blocks mouse cGAS activity. actives 0.15% (n = 160,000). recombinant cGAS, Kinase-Glo ATP depletion luminescence. Q8C6L5. inhibition, % at 12.5 µM. AID 1259399;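 note: 0% = negative control wells and 100% = reference inhibitor with no enzyme activity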
# NPYLR7 agonist – activates Aedes aegypti NPYLR7 receptor; activation, % at 10 µM; HEK293T NPYLR7/Galpha15, GCaMP6s calcium fluorescence; AID 1259423; actives 0.15% (n = 270,000); in the data active = activation above about 40%;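 note: 0% = vehicle and 100% = reference agonist at the receptor; some compounds past the cut are filed as inactive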
# * = called active by the depositor; . = no result given; & = joins results of further samples. Cut-off read from the data, not from the text of the source, unless noted: active = inhibition above about 40%; inactive = the rest.
SMILES,hcGAS inh,mcGAS inh,NPYLR7 agonist
CC(C)(C)NC[C@H](O)COc1nsnc1N1CCOCC1,-2&-6,-6,1&1
CCCCn1nccc1NC(=O)N1CCCCC1CCN1CCN(C)CC1 (stereo not given),-20,-8,.
Cc1cc(C)c(S(=O)(=O)NCCC(=O)O)cc1N(C)S(=O)(=O)c1ccc(F)cc1,-4,-6,-13
COc1ccc(-c2cc(C(=O)NCCC(C)C)n3nc(C(C)(C)C)cc3n2)cc1,-8,-8,10
O=C(c1cccnc1-c1cnc2ccccc2c1)N1C[C@H]2CC[C@@H]1C2,-5,-19,1
C=CCCS(=O)(=O)Nc1cnn(C(C)C)c1,2,.,2
COc1ccc(-c2cccc(-c3cccc(NC(=O)c4cc(OC)cc(OC)c4)c3)n2)cc1,-5,-6,-8
Cn1c2c(c3ccccc31)C[C@H]1C[C@@H]2[C@@H](Oc2ccccn2)CN1C1CCOCC1,4,2,-2
CCCn1cc(CN2CCN(Cc3cccc(Cl)c3)CC2)c(C)n1,-5,.,-1
CN(c1nnc(NC(=O)NC2CCCC2)s1)C1CCCCC1,4,-3,.
COCCN(CC(=O)N(CCc1ccc(OC)c(OC)c1)Cc1sccc1C)C(=O)c1cccc(C(F)(F)F)c1,-5,-5,26
COc1cc(N(C)CCCc2cnn(C)c2)ncn1,-7,.,14
NC(N)=NCCC[C@@H](NC(=O)[C@@H](N)Cc1ccc(O)cc1)C(=O)O,-4,-4,-6
C1=CC2CCC1ON2c1ccccc1 (stereo not given),-5,.,5
COc1ccc(CN(C)Cc2nc(Cc3ccccc3Cl)no2)cc1OC,2,.,3
OCCC#Cc1ccc(CN2CCN(c3ncnc4nc[nH]c34)CC2)cc1,-7,.,18
Cc1ccc(S(=O)(=O)Nc2ccccc2C(=O)Nc2nc(-c3ccc(F)cc3)cs2)cc1,-1,-7,-1
Cc1cc(C)cc(SCc2ccc(C(=O)N3C4CCC3CC(Oc3cc(C)ccc3Cl)C4)cc2)c1 (stereo not given),3,0,-15
O=C(CN1CCN(C(=O)c2cn[nH]c2)CC1)Nc1ccccc1Cl,-6,.,8
Cn1ccnc1S/C(=C/C=C(C#N)C#N)c1ccc(Cl)cc1,4,.,12
O=C(Nc1ccc(-n2cncn2)c(F)c1)c1ccccc1OC(F)F,-5,-9,-1
O=[N+]([O-])c1ccccc1C=CC1Nc2cccc3cccc(c23)N1,-13,.,5
Cc1cccc(NC(=O)N2CCSC2c2ccccc2OCc2ccccc2)c1C (stereo not given),-9,-5,13
O=C(Cc1ccccc1)NC1CCN(c2ccccc2C(=O)N2CCN(c3ccccn3)CC2)CC1,-4,-4,1
CC(NC(=O)c1coc(CN(Cc2ccc(Cl)cc2)Cc2cccc(C(F)(F)F)c2)n1)c1ccccc1 (stereo not given),-1,-4,5
O=C(CS(=O)Cc1csc(Br)c1)Nc1ccc(N2CCCC2=O)cc1 (stereo not given),-12,.,3
COc1ncccc1CNC(=O)c1ccc(O)c(Cl)c1,-18,.,0
O=C(NCc1cccs1)c1cncn1-c1cccc(-c2ccccc2C(F)(F)F)c1,-6,-7,0
COCCN(Cc1cccc(OS(=O)(=O)c2ccc(F)cc2)c1)C(=O)c1cccc(Br)c1,-2,-3,1
N#Cc1c(C2CC2)cc(-c2ccccc2)n2c1nc1ccccc12,0,.,-4
Cc1ccc(Nc2ccccc2C(=O)N(C)Cc2cc(C)on2)cc1,-6,.,0
CC(C)(C)c1ccc(CN(Cc2ccc(F)cc2)Cc2nc(C(=O)NCc3ccncc3)co2)cc1,4,0,-3
CC1CCCCN1S(=O)(=O)NCCc1ccccc1F (stereo not given),-11,.,6
CN(Cc1ccco1)CC1CCCN(CCc2cccc(C(F)(F)F)c2)C1 (stereo not given),-9,-11,10
Cc1cccc(-n2c(SCC(=O)NC3CCCC3)nc3ccccc3c2=O)n1,-6,.,-1
Nc1cccc(-c2cncc(NCCCN3CCOCC3)n2)c1,1,0,-9
COc1ccc(C(N)=O)cc1-c1ccnc2[nH]ccc12,-7,.,-1
CN(CCCNC(=O)C1CCC(CNC(=O)OC(C)(C)C)CC1)c1ccccc1 (stereo not given),0,-2,-1
CC(=O)NC(C(=O)NC(C)c1ccco1)C(C)C (stereo not given),0,.,-1
CCOC(=O)N1CCN(C(=O)c2cc3n(n2)CCN(Cc2cc(OC)cc(OC)c2)C3=O)CC1,-4,-4,-6
O=C(NCc1nnc2n1CCCCC2)c1ccc(OCc2cscn2)cc1,5,.,-13
COc1ccc2[nH]c(I)c(CCNC(C)=O)c2c1,-1,.,-1
C=CCN(CC(=O)N(Cc1ccc(F)cc1)Cc1ccc(C)s1)S(=O)(=O)c1ccc(Cl)cc1,-9,-5,6
CCCCOc1ccc(-c2nc(C3CCC(CCCC)CC3)no2)cc1 (stereo not given),9,-6,-7
COc1ccc(C(C)NC(=O)CN(C)C2CCS(=O)(=O)C2)cc1F (stereo not given),-11,.,2
O=C(Nc1nc(-c2ccc3c(c2)CCCC3)cs1)c1ccc2c(c1)OCO2,-23,-3,12
COc1ccccc1C1CCCN1C(=O)c1cn(-c2ccccc2)nn1 (stereo not given),-8,.,-1
CCNC(=O)N(CC(=O)N(Cc1ccc(F)cc1)Cc1ccc(C)s1)C1CCCCC1,-9,-6,-10
CC(=NN1CCN(Cc2ccc(Cl)cc2)CC1)c1ccc2ccccc2c1,-6,-7,-6
CCC1CN(Cc2cc3ccccc3nc2OC)CCN1C(C)C (stereo not given),-4,.,-4
Cc1cc(Br)ccc1NS(=O)(=O)CC1CCCCO1 (stereo not given),1,.,-4
O=C(NCC1CCCO1)C1Cc2cc(C(F)(F)F)ccc2N2CCN(C3CCCC3)CC12 (stereo not given),-19,-7,.
CCCOc1nn(CCC)cc1C(=O)Nc1ccc(C)cc1,-3,-6,5
COC(=O)c1cccc2c1CN(C/C=C/c1ccccc1)CC2,-2,.,9
CC(=O)Nc1ccccc1OCC(=O)Nc1ccc2c(c1)OCO2,-6,-4,7
Cc1[nH]nc2ncc(C(=O)N(C)CC34CC5CC(CC(C5)C3)C4)cc12,-10,.,10
CC(C)c1ccccc1N1C(=O)CSC1c1cccc(NC(=O)c2cccs2)c1 (stereo not given),-1,-1,-1
O=C(/C=C/c1ccccc1)NC1CCN(c2ccccc2C(=O)NCCc2cccs2)CC1,-3,-4,1
CCOC(=O)C1(Cc2cccc(OC)c2)CCN(Cc2ncc[nH]2)CC1,-8,.,12
COc1cccc(CN2C(=O)COCc3cc(-c4cncnc4)ccc32)c1,4,.,4

# (cont.)
SMILES,hcGAS inh,mcGAS inh,NPYLR7 agonist
Cc1cc(NC2CCS(=O)(=O)C2)nc2ccccc12 (stereo not given),-4,-2,2
Cn1c(C2CCCCN2C(=O)c2ccc(CNC(N)=O)cc2)nc2ccccc21 (stereo not given),1,.,0
Cc1ccc(NC(=O)CNC(=O)CN(C(=O)c2ccc(Cl)c(Cl)c2)C(C)C)cc1,2,1,3
COCCCN(CC(=O)N(Cc1ccc2c(c1)OCO2)Cc1cccs1)C(=O)Nc1cccc(Cl)c1,-4,-4,6
c1ccc(COC2CCN(Cc3nc(-c4ccc5c(c4)OCO5)no3)CC2)nc1,-4,.,0
CCS(=O)(=O)N(C)C(C)Cc1ccc(C)cc1 (stereo not given),-20,.,-2
COCCn1ccnc1CN1CC[C@@](O)(COC)C(C)(C)C1,-8,-6,.
O=C1NC(=O)C(Cc2ccccc2Cl)(C2CCNCC2)N1 (stereo not given),-4,-17,27
O=C(Nc1cccc(-c2cccc(-c3ccc(F)cc3)n2)c1)C(F)(F)C(F)(F)C(F)(F)F,-9,-7,15
CCC(C)N(Cc1ccc(OC)c(OC)c1)CC(O)COc1ccc(Cl)cc1 (stereo not given),1,-2,9
CCc1ccc(S(=O)(=O)N2CCCC(C(=O)c3sccc3C)C2)cc1 (stereo not given),-4,-6,-2
COc1cccc(-n2cc(CNC(=O)C34CNCC3CNC4)cn2)c1 (stereo not given),-3,-8,1
O=C(Nc1ccc(Nc2ccc(F)cc2)c2ccncc12)C1CCOC1 (stereo not given),-9,-15,2
CCN(CC)c1nc(SC)ncc1CNCc1c(F)cccc1Cl,-1,-4,14
Cn1ncc2c(=O)[nH]c(NCCc3coc(-c4ccccc4)n3)nc21,-8,-16,17
Cc1ccc(C(=O)NCc2ccnc(-n3cccn3)c2)s1,2,-2,-3
CC1c2[nH]c3ccccc3c2CCN1C(=O)COC1CCCC1 (stereo not given),-2,.,-24
CN(CCCn1ccnc1)C(=O)Nc1cccc(Cl)c1F,4,.,-22
COCC(=O)Nc1cc(C)nn1-c1ncnc2c1cnn2-c1ccc(C)cc1C,-7,-9,4
O=C(NCC12CC3CC(CC(C3)C1)C2)c1cccc(S(=O)(=O)NCc2ccco2)c1,-11,-7,10
COc1ccc(-n2nc(C(C)(C)C)cc2NC(=O)CN(C(C)C)S(=O)(=O)c2ccc(C(C)(C)C)cc2)cc1,-3,-5,-1
Cc1[nH]c(S(=O)(=O)C(C)c2nnc(CC(C)C)o2)nc1Cc1ccccc1 (stereo not given),-9,.,0
CCc1nc2c(OCCOC)cccn2c1N(C)C(=O)c1ccco1,2,2,-12
CCOc1ccc(-c2nnc(SC(C)C(=O)NC(C)(C)C)o2)cc1 (stereo not given),-13,.,24
COCCNc1ncc2c(n1)c(=O)c(C#N)c1[nH]c3ccc(Br)cc3c(=O)n12,-1,.,12

# Structures listed so far with an aryl methoxy group, in the order listed:
SMILES,hcGAS inh,mcGAS inh,NPYLR7 agonist
COc1ccc(-c2cc(C(=O)NCCC(C)C)n3nc(C(C)(C)C)cc3n2)cc1,-8,-8,10
COc1ccc(-c2cccc(-c3cccc(NC(=O)c4cc(OC)cc(OC)c4)c3)n2)cc1,-5,-6,-8
COCCN(CC(=O)N(CCc1ccc(OC)c(OC)c1)Cc1sccc1C)C(=O)c1cccc(C(F)(F)F)c1,-5,-5,26
COc1cc(N(C)CCCc2cnn(C)c2)ncn1,-7,.,14
COc1ccc(CN(C)Cc2nc(Cc3ccccc3Cl)no2)cc1OC,2,.,3
COc1ncccc1CNC(=O)c1ccc(O)c(Cl)c1,-18,.,0
COc1ccc(C(N)=O)cc1-c1ccnc2[nH]ccc12,-7,.,-1
CCOC(=O)N1CCN(C(=O)c2cc3n(n2)CCN(Cc2cc(OC)cc(OC)c2)C3=O)CC1,-4,-4,-6
COc1ccc2[nH]c(I)c(CCNC(C)=O)c2c1,-1,.,-1
COc1ccc(C(C)NC(=O)CN(C)C2CCS(=O)(=O)C2)cc1F (stereo not given),-11,.,2
COc1ccccc1C1CCCN1C(=O)c1cn(-c2ccccc2)nn1 (stereo not given),-8,.,-1
CCC1CN(Cc2cc3ccccc3nc2OC)CCN1C(C)C (stereo not given),-4,.,-4
CCOC(=O)C1(Cc2cccc(OC)c2)CCN(Cc2ncc[nH]2)CC1,-8,.,12
COc1cccc(CN2C(=O)COCc3cc(-c4cncnc4)ccc32)c1,4,.,4
CCC(C)N(Cc1ccc(OC)c(OC)c1)CC(O)COc1ccc(Cl)cc1 (stereo not given),1,-2,9
COc1cccc(-n2cc(CNC(=O)C34CNCC3CNC4)cn2)c1 (stereo not given),-3,-8,1
COc1ccc(-n2nc(C(C)(C)C)cc2NC(=O)CN(C(C)C)S(=O)(=O)c2ccc(C(C)(C)C)cc2)cc1,-3,-5,-1
